Screening data deposited in PubChem BioAssay by Broad Institute.
miR122 inh: miR-122 inhibition in Huh7 cells | 0.3% of 340,000 active | activation (reporter increase), % at 12.5 µM | Huh7 miR-122 Renilla luciferase sensor, 48 h; neutral wells = 0, positive control = 100;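 active = mean replicate activation score at least 90 and every replicate individually at or above 90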;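 note: higher luciferase means less miR-122 activity so hits act as miR-122 inhibitors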
* = called active by the depositor. Not all compounds are listed (hit frequency here may not be typical).

The opening 4 records, ahead of the listing:
miR122 inh	compound
4	COc1cccc(/C=N\NC(=O)C2C(=O)NCC2c2ccccc2)c1O (configuration not stated)
2	O=C(c1ccncc1)N1CCN(c2ccc(F)cc2)CC1
-2	CCc1nccn1S(=O)(=O)c1cc(C)c(OC)cc1C
2	NS(=O)(=O)c1ccc(-n2nncc2C23CC4CC(CC(C4)C2)C3)cc1

This part in full, previewed entries included:
miR122 inh	compound
4	COc1cccc(/C=N\NC(=O)C2C(=O)NCC2c2ccccc2)c1O (configuration not stated)
2	O=C(c1ccncc1)N1CCN(c2ccc(F)cc2)CC1
-2	CCc1nccn1S(=O)(=O)c1cc(C)c(OC)cc1C
2	NS(=O)(=O)c1ccc(-n2nncc2C23CC4CC(CC(C4)C2)C3)cc1
3	CCCCNC(=S)NCCN1CCCCC1
-4	COc1ccc(OC)c(NC(=O)CSc2nnc(C3CCCCC3)n2-c2ccccc2)c1
-6	O=C(NCCO)c1ccc(Cl)c(Cl)c1
-9	COc1cccc(CNc2nc3nc(C)c(Cl)c(C)n3n2)c1
14	Oc1c(Cl)cc(Cl)c2c1NCCC2
1	CCC/C(O)=N\S(=O)(=O)c1ccc(N=NN(C)C)cc1
-9	CCOc1ncccc1C(=O)OCC(=O)Nc1cccc(C(C)=O)c1
-5	c1ccc(-c2onc3c2CCCC3)cc1
19	O=C(Nc1ccc(N2CCOCC2)cc1)Nc1cnsn1
1	COc1cccc(-n2c(CNC(=O)OC(C)(C)C)n[nH]c2=S)c1
-1	COc1ccc(OC)c(NC(=O)c2cccc(Cn3cc(Br)c([N+](=O)[O-])n3)c2)c1

Additional structures
miR122 inh	compound
0	O=C(c1c(Cl)cccc1Cl)N1CCCCCC1
-5	CCCCN(CCCC)c1cc(C)nc(-c2ccccc2O)n1
-7	Cc1ccc2[nH]c(=S)cc(C)c2c1
3	FC(F)(F)c1nc2ccccc2nc1N/N=C/c1c(Cl)cccc1Cl
-1	Cc1ccc(-n2c(N)c(C(=O)NCc3ccco3)sc2=S)cc1
-4	Cc1cccc(C(=O)NCCc2nnc(SCC(=O)Nc3nc(C)cs3)n2C)c1
-11	COc1ccc(OC)c(NC(=O)CN2C(=O)NC3(CCOc4ccccc43)C2=O)c1 (configuration not stated)
-4	COc1ccc(NC(=O)CCCn2c(=O)c3sccc3n(Cc3ccc(C)cc3C)c2=O)cc1
-2	CCCCCOc1ccc(OC(=O)c2ccncc2)cc1
10	CCCCC(=O)Nc1nc(C)c(-c2csc(Nc3ccc(Cl)cc3)n2)s1
0	CCCC(=O)Nc1nnc(SCC(=O)NCc2ccco2)s1
0	CC(OC(=O)CNC(=O)C12CC3CC(CC(C3)C1)C2)C(=O)Nc1ncc(Cl)cc1Cl (configuration not stated)
-10	NC(=O)COC(=O)CNC(=O)c1ccc(Cl)cc1
2	Cn1c(=O)c(=O)n(C)c2cc(S(=O)(=O)N3CCN(c4cccc(C(F)(F)F)c4)CC3)ccc21
-7	COCCCNC(=O)C1CCN(C(=O)Nc2ccc(Cl)cc2)CC1

Going on with the list.
miR122 inh	compound
15	CC(C)NC(=O)Cn1c(SCC(=O)N2CCc3ccccc3C2)nc2ccccc21
-3	c1ccc(Nc2nc(N3CCOCC3)c3ccccc3n2)cc1
-1	COc1ccc(N2CC(=O)N(c3ccc(OC)c(OC)c3)CC2=O)cc1OC
-4	O=C(CSCc1ccc(F)cc1)NC1CCCC1
6	O=C(N/N=C/c1ccc(OC(=O)c2ccccc2)cc1)c1ccc(CN2CCOCC2)cc1
-9	Cc1ccc(NC2OC(CO)C(O)C(O)C2O)cc1 (configuration not stated)
-5	COC(=O)C1CCN(Cc2cc(=O)oc3cc(OC)ccc23)CC1
-3	Nc1nonc1-c1nc2ccccc2n1CC(=O)N/N=C\c1ccc(-c2ccc(Cl)cc2)o1
-2	Cc1cc(OC(=O)c2cccs2)ccc1C(C)C
-1	COc1cc(/C=N/NC(=O)Nc2cccc3nsnc23)cc(OC)c1OC
5	Cc1ccc2nc(SCC(=O)c3cc(C)n(C)c3C)[nH]c2c1
1	O=C(NCc1ccccc1)c1ccc(CN2CCOCC2)cc1
-3	Cc1nnc2n(-c3ccccc3)c(=O)c3c4c(sc3n12)CC(C)CC4 (configuration not stated)
-6	CCOC(=O)c1c(NC(=S)NC(=O)c2cnn(CC)c2)sc2c1CCC(C)C2 (configuration not stated)
1	O=C(Cn1cnc2ccccc21)OCC(=O)N1CCc2ccccc2C1

Next part
miR122 inh	compound
-1	C=C(C)CSc1nc(N)cc(=O)[nH]1
-5	C=CCSc1nc(C)c(CC(=O)OCC(C)C)c(=O)[nH]1
7	Cc1ccc2cc3c(N)c(C(=O)N4CCOCC4)sc3nc2c1
0	Cn1nc(-c2ccccc2)c(COC(=O)c2cccc(Cl)c2)c1S(=O)(=O)c1ccccc1
4	CCOC(=O)c1c(NC(C)=O)sc2c1CCCNC2=O
-5	COc1ccc(NC(=O)C2CCN(S(C)(=O)=O)CC2)cc1Cl
-13	O=C(Nc1nc(-c2ccccc2)cs1)C1CCCN(S(=O)(=O)c2cccc([N+](=O)[O-])c2)C1 (configuration not stated)
-1	O=C1Nc2ccccc2N=C(c2ccccc2)C1N1CCOCC1 (configuration not stated)
-2	COCCn1c(SCC(=O)Nc2ccc(S(=O)(=O)N(C)C)cc2)nc2ccccc21
-12	Cc1occc1-c1nnc(SCC(=O)NC(=O)NC(C)C)n1N
-5	COc1ccc(NC(=O)C(NC(=O)c2ccc(=O)[nH]c2)c2ccccc2)cc1 (configuration not stated)
-5	CCOC(=O)c1c(C)c2c(n1C)CCC/C2=N\O
8	Nc1c(C(=O)Nc2ccccc2)sc2nc3c(c(-c4ccco4)c12)CCCC3
-10	Brc1ccc2c(c1)OCCOCCOc1cc(Br)ccc1OCCOCCOCCO2
-9	CC(C)N=C(Nc1ccccc1)c1cccnc1

Looked up one by one from the list above:
miR122 inh	compound
-10	Brc1ccc2c(c1)OCCOCCOc1cc(Br)ccc1OCCOCCOCCO2
-2	COCCn1c(SCC(=O)Nc2ccc(S(=O)(=O)N(C)C)cc2)nc2ccccc21

Additional compounds.
miR122 inh	compound
-1	CCC1SC2=NC(C)=C(C(=O)OC)C(c3cccs3)N2C1=O (configuration not stated)
-2	Cc1[nH]nc(-c2ccc(OCc3cnn(-c4ccccc4)c3)cc2O)c1Oc1ccc(F)cc1
428*	Cc1ccc(C)c(S(=O)(=O)Nc2ccc3sc(C)nc3c2)c1
-4	COc1cc2c(cc1O)CCN(C(=O)c1ccco1)C2C (configuration not stated)
5	O=C(Nc1cccc(C(=O)N2CCOCC2)c1)NC1CCCCC1
78	COc1ccc(OC)c(S(=O)(=O)N2CCCC(C)C2)c1 (configuration not stated)
5	Cc1nnc(SCC(=O)c2cc(C)n(-c3c(C)n(C)n(-c4ccccc4)c3=O)c2C)s1
-4	CCOC(=O)C1=C(CSc2nccn2C)NC(=O)NC1c1ccc2c(c1)OCO2 (configuration not stated)
-5	O=C(COC(=O)C1CCN(S(=O)(=O)c2cccc3cccnc23)CC1)c1ccc([N+](=O)[O-])cc1
-5	O=C(CC(NC(=O)c1ccccc1Cl)c1ccccc1)NCCc1ccc(Cl)cc1 (configuration not stated)
-5	CCOC(=O)N1CCN(C(=O)CSc2nc3ccccc3c(=O)n2-c2ccccc2)CC1
6	Cc1ccc(CNC(=O)C2CC(=O)OC23CCCC3)c(C)c1 (configuration not stated)
-14	COc1cc2c(cc1OC)C(COc1ccc3c(C)cc(=O)oc3c1)N(C(=O)c1ccco1)CC2 (configuration not stated)
-3	COC(=O)C1=C(C(=O)c2ccc(C)cc2)C(c2ccccc2)n2nnnc2N1 (configuration not stated)
1	CCC(C)N=CC1=C(O)CC(c2ccccc2)CC1=O (configuration not stated)

Next part:
miR122 inh	compound
-8	Cn1c(=O)c2c(nc(CN3CCC(C(N)=O)CC3)n2Cc2c(Cl)cccc2Cl)n(C)c1=O
2	CN(C)c1ccc(/C=N/NC(=S)NCc2ccccc2)cc1
-1	Cc1cccc(C)c1NC(=O)CSCc1cccc(CSCC(=O)Nc2c(C)cccc2C)n1
3	CC(=O)c1cc(C#N)c(Oc2cccc(C(F)(F)F)c2)nc1C
4	C=CCNc1sc(C(=O)C(C)(C)C)c(N)c1C#N
7	CCCCCCNC(=O)CC(c1ccccc1)c1cc(Br)ccc1O (configuration not stated)
4	CCOC(=O)c1c(C)[nH]c(C(=O)COC(=O)C2CC2C)c1C (configuration not stated)
-9	Cc1onc(-c2ccccc2)c1C(=O)N1CC(C)OC(C)C1 (configuration not stated)
-3	Cc1c(OC(=O)c2ccc([N+](=O)[O-])cc2)c2c(c[n+]1C)COC(C)(C)OC2
0	Cc1noc(NS(=O)(=O)c2ccc(NC(=O)CSc3nc4ccccc4s3)cc2)c1C
-1	COc1ccc(NC2=C(C(C)=O)C(c3ccc(OC)c(OC)c3)C(C(C)=O)C(C)(O)C2)cc1 (configuration not stated)
-3	O=C(COc1ccc(Cl)cc1Cl)NC(=O)N1CCCCC1
-3	CCOc1cc(NC(=S)NCC(C)C)c(OCC)cc1NC(=O)c1cccs1
-5	Cc1noc(C)c1COc1cccc(C(=O)OCCOc2ccc(F)cc2)c1
-4	Cc1ccc(NC(=O)c2ccc(OC(=O)COc3ccc(Cl)c(C)c3)cc2)cc1

(more compounds)
miR122 inh	compound
-4	COc1cc(CC(=O)OCC(=O)Nc2cc(S(=O)(=O)N3CCCC3)ccc2Cl)cc(OC)c1OC
-7	O=C1c2ccccc2C(=O)N1OCCOCCOCCBr
14	COc1ccccc1-c1nnc2sc(-c3cc4ccccc4o3)nn12
-2	CCOc1ccc(S(=O)(=O)Nc2ccc(O)c(Sc3ncn[nH]3)c2)cc1
-8	O=C(Nc1nc(COc2ccccc2)cs1)C12CC3CC(CC(C3)C1)C2
7	CCC(=O)Nc1ccc(NC(=O)CSc2nnc(C(C)C)n2C)cc1
1	Cc1ccc(N2C(=O)C3C(C2=O)C(C(=O)c2ccc(Cl)cc2)N2CCCC32)cc1 (configuration not stated)
-2	Cn1c(CNC(=O)c2cccs2)nnc1SCC(=O)Nc1ccc(Cl)cc1
-3	CC1CCCN(C(=O)c2ccncc2)C1 (configuration not stated)
-7	COc1cc(NC(=O)c2ccccc2)c(OC)cc1NC(=O)CN1CCN(c2ccccn2)CC1
-3	Nc1nc(NCC2CCCO2)nc(Nc2ccc(F)cc2)c1[N+](=O)[O-] (configuration not stated)
-8	O=[N+]([O-])c1cc(C(F)(F)F)ccc1Oc1cccnc1[N+](=O)[O-]
23	Cc1cc(/C=C2\SC(=Nc3ccccc3)NC2=O)c(C)n1-c1ccc(S(N)(=O)=O)cc1
-10	CCC1CCC2(CC1)NC(CO)(CO)CO2 (configuration not stated)
-1	COc1ccc2cc(C(=O)NCc3ccco3)c(=O)oc2c1

Four of these compounds, set out differently.
COc1ccc(NC(=O)C2CCN(S(C)(=O)=O)CC2)cc1Cl
  miR122 inh: -5
O=C(Nc1nc(-c2ccccc2)cs1)C1CCCN(S(=O)(=O)c2cccc([N+](=O)[O-])c2)C1 (configuration not stated)
  miR122 inh: -13
O=C1Nc2ccccc2N=C(c2ccccc2)C1N1CCOCC1 (configuration not stated)
  miR122 inh: -1
COCCn1c(SCC(=O)Nc2ccc(S(=O)(=O)N(C)C)cc2)nc2ccccc21
  miR122 inh: -2

Next section.
miR122 inh	compound
-1	O=C(NCCCn1ccnc1)C(Cc1ccc([N+](=O)[O-])cc1)N1C(=O)c2ccccc2C1=O (configuration not stated)
9	COCCNCCCCOc1c(Cl)cc(C)cc1Br
12	Cc1ccc(S(=O)(=O)n2cc(-c3ccccc3)c(N)n2)cc1
25	COc1ccc(-c2[nH]ncc2/C=N/NC(=O)c2cc(Br)ccc2O)c(OC)c1
-10	Cc1nn2c3c(cnc2c1-c1ccccc1)C(=O)CC(c1ccco1)C3 (configuration not stated)
2	Cc1ccc(-c2csc(N/N=C/C=C/c3ccccc3)n2)cc1
-9	O=C(c1ccco1)N1C(=O)c2cccc3cccc1c23
-1	Cc1nc2[nH]c(=S)[nH]c2cc1Br
-3	O=C(O)/C=C/C(=O)Nc1ccccc1-c1ccccc1
-7	CCOC(=O)C1C(=O)NC(N2CCN(CC)CC2)=NC1c1ccccc1 (configuration not stated)
-7	O=C(/C=N/O)NCc1ccncc1
-1	O=C(Cn1nc(Cl)nc1Cl)c1ccc2c(c1)OCCO2
-4	Clc1ccc(Cc2noc(-c3cccs3)n2)cc1
-4	c1ccc(NCCCNc2ccccc2)cc1
-6	Cc1ccc(S(=O)(=O)Nc2ccc3c(c2)c2c(n3S(=O)(=O)c3ccc(C)cc3)CCCC2=O)cc1

Sorted by formula weight (ascending): some entries from above
miR122 inh	compound
-4	c1ccc(NCCCNc2ccccc2)cc1
-1	Cc1nc2[nH]c(=S)[nH]c2cc1Br
-9	O=C(c1ccco1)N1C(=O)c2cccc3cccc1c23
12	Cc1ccc(S(=O)(=O)n2cc(-c3ccccc3)c(N)n2)cc1
-10	Cc1nn2c3c(cnc2c1-c1ccccc1)C(=O)CC(c1ccco1)C3 (configuration not stated)
-6	Cc1ccc(S(=O)(=O)Nc2ccc3c(c2)c2c(n3S(=O)(=O)c3ccc(C)cc3)CCCC2=O)cc1

Remaining list, next part.
miR122 inh	compound
-4	Cc1ccc(NC(=O)N/C=C/c2ccco2)cc1C
-4	O=C(CSc1nnc(SCc2ccc(Cl)cc2)s1)N1CCN(C(=O)c2ccco2)CC1
34	CCCOc1ccccc1C1CC(=O)Nc2cc3c(cc21)OCO3 (configuration not stated)
0	CCSc1nc2ccccc2n1C(=O)/C=C/c1ccc(OC)c(OC)c1
0	Cc1cc(C)cc(N(C(C)C(=O)NC2CCCC2)S(C)(=O)=O)c1 (configuration not stated)
1	C/C(=N\NC(=S)NCCc1ccccc1)c1ccc(C#N)cc1
1	Cc1ccc(NC(=O)Nc2cccs2)cc1
-4	Cc1cc(=O)n2[nH]c(=O)c(N=Nc3ccccc3)c2[nH]1
-5	CCOC(=O)c1ccc(NC(=O)CCc2nc(-c3ccccc3)no2)cc1
